dFosB activator: activators of mouse delta FosB homodimer | P13346 | purified delta FosB, TAMRA-CDK5 oligo fluorescence polarization; percent of positive-control signal above neutral wells | activation, % at 25 µM | hit rate 0.99% among 340,000 | AID 493131;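 active = mean activation above about 17%, with every replicate also reaching it, limit read from the data, passing the limit was not always enough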;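 note: fluorescence polarization rise as delta FosB binds a TAMRA Cdk5 AP-1 oligo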
Target sequence (P13346 whole entry, looked up): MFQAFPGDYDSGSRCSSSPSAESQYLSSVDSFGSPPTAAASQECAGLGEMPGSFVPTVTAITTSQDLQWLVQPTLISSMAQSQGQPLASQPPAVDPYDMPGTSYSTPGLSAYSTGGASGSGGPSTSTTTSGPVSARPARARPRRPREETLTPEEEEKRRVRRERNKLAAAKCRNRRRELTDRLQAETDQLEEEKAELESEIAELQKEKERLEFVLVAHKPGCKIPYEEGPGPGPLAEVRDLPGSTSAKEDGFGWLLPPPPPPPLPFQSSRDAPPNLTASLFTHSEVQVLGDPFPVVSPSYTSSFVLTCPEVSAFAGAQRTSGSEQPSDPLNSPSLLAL
CAL PDZ FP-1: human CAL PDZ-peptide interaction inhibition. Q9HD26. purified CAL PDZ, TMR-peptide fluorescence polarization, 1 h. inhibition, % at 20 µM. hit rate 0.02% among 330,000. AID 504414;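 active = highest replicate inhibition of at least 40%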;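 note: plate controls were DMSO neutral control wells for no effect and unlabeled competitor peptide control wells for full effect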
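System: purified tagged CAL PDZ domain construct (CerCALP). Schedule: 1 h incubation at room temperature before polarization reading. Medium: 25 mM sodium phosphate pH 7.4, 150 mM NaCl, TCEP, IgG, Thesit. Read-out: percent inhibition from loss of millipolarization. Measured by: FP readout, S and P plane fluorescence. Probe or stimulus: fluorescent TMR peptide probe.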
PfHsp90 yeast 2: reduces growth (ATP signal) of yeast expressing P. falciparum Hsp90. S. cerevisiae expressing PfHsp90, BacTiter-Glo ATP, 48 h; yeast lacking PDR1 and PDR3 efflux regulators. inhibition, % at 9.4 µM. hit rate 0.32% among 310,000. AID 504621;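 active = every replicate shows inhibition above about 80%, whatever the replicate mean, limit read from the data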;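 note: 0% = DMSO neutral controls and 100% = 20 µM radicicol positive controls; yeast relying on Plasmodium falciparum Hsp90 in place of its own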
SR-BI DiI-HDL act: enhances SR-BI lipid uptake from DiI-HDL | activation, % at 12.5 µM | CHO ldlA[mSR-BI] cells, DiI-HDL uptake fluorescence, 3 h; 100 = double the neutral-control signal | AID 504775 | hit rate 0.096% among 320,000;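 active = mean replicate activation of at least 60% and every replicate at or above 60%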;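 note: 0% = median plate neutral-control signal and 100% = twice that signal; values of inactives mirror those of a sister screen read the other way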
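System: LDL receptor-deficient CHO ldlA cells overexpressing murine SR-BI | Timing: 3 h uptake period with compound, 37 °C | Medium: HEPES-buffered (25 mM, pH 7.4) F12 plus 0.5% BSA | Dosing: Single-point compound dose | Signal: Bottom-read fluorescence, 550/595 nm | Read-out: Retained DiI signal reflecting DiI-HDL uptake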
MITF act: MITF TRPM1 promoter activation in melanoma cells. hit rate 0.75% among 300,000. SK-MEL-5 TRPM1-promoter luciferase, 24 h; % of positive control, neutral wells = 0. activation, % at 12.5 µM;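 active = mean activation of at least 80% with every replicate also reaching 80%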;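 note: 0% = neutral control wells and 100% = parthenolide positive control wells; values of inactives mirror those of a sister screen read the other way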
Rtt109 HAT inh: inhibitors of Candida albicans Rtt109/Vps75 histone acetyltransferase. Q5AAJ8. purified Rtt109/Vps75, ThioGlo CoA-SH fluorescence, 4 h. inhibition, % at 34.9 µM. hit rate 0.16% among 330,000;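 active = inhibition of at least 50% in every replicate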
Target sequence (Q5AAJ8 whole entry, looked up): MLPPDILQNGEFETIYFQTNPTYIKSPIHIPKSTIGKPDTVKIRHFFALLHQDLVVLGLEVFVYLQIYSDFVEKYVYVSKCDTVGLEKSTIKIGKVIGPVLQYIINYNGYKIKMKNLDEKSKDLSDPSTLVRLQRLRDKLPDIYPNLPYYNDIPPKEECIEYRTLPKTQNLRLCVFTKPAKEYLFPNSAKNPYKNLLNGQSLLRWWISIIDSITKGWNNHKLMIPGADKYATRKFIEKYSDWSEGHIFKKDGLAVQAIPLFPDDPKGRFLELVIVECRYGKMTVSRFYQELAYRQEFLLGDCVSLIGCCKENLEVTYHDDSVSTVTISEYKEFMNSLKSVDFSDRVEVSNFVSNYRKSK
PvdQ inh: blocks Pseudomonas aeruginosa PvdQ acylase activity; AID 488965; purified PvdQ acylase, fluorescence plate reader; inhibition, % at 10 µM; hit rate 0.063% among 340,000; in the data active = inhibition above about 30%, passing the limit was not always enough;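 note: 0% = vehicle neutral wells and 100% = reference inhibitor wells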
NSD2 HMT inh: blocks human histone methyltransferase NSD2; NSD2 peptide methylation, AlphaScreen, 120 min; AID 743445; inhibition, % at 12.5 µM; hit rate 0.54% among 310,000; in the data active = inhibition above about 50%
CAL PDZ FP-2: blocks peptide binding to the human CAL PDZ domain; hit rate 0.92% among 300,000; Q9HD26; purified CAL PDZ, TMR-peptide fluorescence polarization, 1 h; inhibition, % at 24.9 µM; AID 602252;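 active = mean inhibition of at least 30% with at least half of replicates also reaching 30%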;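 note: 0% = DMSO neutral control and 100% = excess unlabeled competitor peptide PRC23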
SR-BI HDL uptake: blocks mouse SR-BI lipid uptake from DiI-HDL | ldlA[mSR-BI] CHO cells, DiI-HDL uptake fluorescence, 3 h | hit rate 0.96% among 320,000 | AID 488896 | Q61009 | inhibition, % at 12.5 µM;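 active = mean replicate inhibition of at least 70% and a set share of replicates each scoring 70 or more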;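 note: 0% = median of neutral control wells and 100% = median of positive control wells; values of inactives mirror those of a sister screen read the other way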
Starred values were filed as active, the others as inactive; · = no result given.

The first 2 entries, to show the layout:
Assay codes: A = dFosB activator; B = CAL PDZ FP-1; C = PfHsp90 yeast 2; D = SR-BI DiI-HDL act; E = MITF act; F = Rtt109 HAT inh; G = PvdQ inh; H = NSD2 HMT inh; I = CAL PDZ FP-2; J = SR-BI HDL uptake
COc1ccc(/C=C(\NC(=O)c2ccco2)C(=O)N2CCOCC2)cc1
  A = -6 | B = -0.4 | C = -10 | D = · | E = 3 | F = -8 | G = 4 | H = 0 | I = · | J = ·
CCN1CCCC1CNC(=O)Cn1nc(C)n2c(cc3cc(F)ccc32)c1=O (configuration not stated)
  A = 0 | B = -1.7 | C = 6 | D = -3 | E = 24 | F = -4 | G = 5 | H = -1 | I = · | J = 3

Main list, from the first entry:
Assay codes: A = dFosB activator; B = CAL PDZ FP-1; C = PfHsp90 yeast 2; D = SR-BI DiI-HDL act; E = MITF act; F = Rtt109 HAT inh; G = PvdQ inh; H = NSD2 HMT inh; I = CAL PDZ FP-2; J = SR-BI HDL uptake
COc1ccc(/C=C(\NC(=O)c2ccco2)C(=O)N2CCOCC2)cc1
  A = -6 | B = -0.4 | C = -10 | D = · | E = 3 | F = -8 | G = 4 | H = 0 | I = · | J = ·
CCN1CCCC1CNC(=O)Cn1nc(C)n2c(cc3cc(F)ccc32)c1=O (configuration not stated)
  A = 0 | B = -1.7 | C = 6 | D = -3 | E = 24 | F = -4 | G = 5 | H = -1 | I = · | J = 3
CCCCCn1c(CN2CCN(c3cccc(Cl)c3)CC2)nc2c1c(=O)n(C)c(=O)n2C
  A = -12 | B = -3.4 | C = -56 | D = 20 | E = -4 | F = -5 | G = -10 | H = 1 | I = -3 | J = -20
Cc1c(N=Cc2cc(Br)cc(Br)c2O)cccc1C(=O)O
  A = 1 | B = -1.9 | C = 102* | D = 58 | E = 9 | F = 9 | G = -6 | H = 1 | I = -2 | J = -58
COc1cc2nc(N3CCNCC3)nc(N)c2cc1OC
  A = -74 | B = -0.6 | C = 18 | D = -1 | E = · | F = -7 | G = 7 | H = 1 | I = -2 | J = 1
CCCn1c(SCC(=O)N2CCCC2=O)nc2ccccc2c1=O
  A = -1 | B = -2.0 | C = 17 | D = 20 | E = 3 | F = -8 | G = 3 | H = 4 | I = -3 | J = -20
CN(C)/C=C/C(=O)c1cc(N2CCOCC2)ccc1[N+](=O)[O-]
  A = -7 | B = -0.5 | C = · | D = -27 | E = -4 | F = 12 | G = -10 | H = · | I = -6 | J = 27
CCOC(=O)c1cnc2c(C(F)(F)F)cccc2c1N1CCOCC1
  A = 1 | B = -1.2 | C = 26 | D = -13 | E = -10 | F = 4 | G = -5 | H = -4 | I = -5 | J = 13
CCOC(=O)CCc1c(C)c2ccc(OCC(=O)N3CCOCC3)c(C)c2oc1=O
  A = -6 | B = -1.0 | C = 25 | D = 2 | E = 1 | F = -13 | G = -28 | H = 3 | I = 10 | J = -2
COC(=O)C1N[C@@H]([C@@H](NC(=O)COc2ccccc2)C(=O)NC2CC2)SC1(C)C (some centres not stated)
  A = -2 | B = -0.5 | C = · | D = 27 | E = 11 | F = 0 | G = -5 | H = · | I = -2 | J = -27

Ordered by formula weight (rising): 9 of the compounds above
Assay codes: A = dFosB activator; B = CAL PDZ FP-1; C = PfHsp90 yeast 2; D = SR-BI DiI-HDL act; E = MITF act; F = Rtt109 HAT inh; G = PvdQ inh; H = NSD2 HMT inh; I = CAL PDZ FP-2; J = SR-BI HDL uptake
COc1cc2nc(N3CCNCC3)nc(N)c2cc1OC
  A = -74 | B = -0.6 | C = 18 | D = -1 | E = · | F = -7 | G = 7 | H = 1 | I = -2 | J = 1
CN(C)/C=C/C(=O)c1cc(N2CCOCC2)ccc1[N+](=O)[O-]
  A = -7 | B = -0.5 | C = · | D = -27 | E = -4 | F = 12 | G = -10 | H = · | I = -6 | J = 27
CCCn1c(SCC(=O)N2CCCC2=O)nc2ccccc2c1=O
  A = -1 | B = -2.0 | C = 17 | D = 20 | E = 3 | F = -8 | G = 3 | H = 4 | I = -3 | J = -20
COc1ccc(/C=C(\NC(=O)c2ccco2)C(=O)N2CCOCC2)cc1
  A = -6 | B = -0.4 | C = -10 | D = · | E = 3 | F = -8 | G = 4 | H = 0 | I = · | J = ·
CCN1CCCC1CNC(=O)Cn1nc(C)n2c(cc3cc(F)ccc32)c1=O (configuration not stated)
  A = 0 | B = -1.7 | C = 6 | D = -3 | E = 24 | F = -4 | G = 5 | H = -1 | I = · | J = 3
Cc1c(N=Cc2cc(Br)cc(Br)c2O)cccc1C(=O)O
  A = 1 | B = -1.9 | C = 102* | D = 58 | E = 9 | F = 9 | G = -6 | H = 1 | I = -2 | J = -58
CCOC(=O)CCc1c(C)c2ccc(OCC(=O)N3CCOCC3)c(C)c2oc1=O
  A = -6 | B = -1.0 | C = 25 | D = 2 | E = 1 | F = -13 | G = -28 | H = 3 | I = 10 | J = -2
COC(=O)C1N[C@@H]([C@@H](NC(=O)COc2ccccc2)C(=O)NC2CC2)SC1(C)C (some centres not stated)
  A = -2 | B = -0.5 | C = · | D = 27 | E = 11 | F = 0 | G = -5 | H = · | I = -2 | J = -27
CCCCCn1c(CN2CCN(c3cccc(Cl)c3)CC2)nc2c1c(=O)n(C)c(=O)n2C
  A = -12 | B = -3.4 | C = -56 | D = 20 | E = -4 | F = -5 | G = -10 | H = 1 | I = -3 | J = -20

More results follow:
Assay codes: A = dFosB activator; B = CAL PDZ FP-1; C = PfHsp90 yeast 2; D = SR-BI DiI-HDL act; E = MITF act; F = Rtt109 HAT inh; G = PvdQ inh; H = NSD2 HMT inh; I = CAL PDZ FP-2; J = SR-BI HDL uptake
Cc1ccc(Oc2ccc3c(c2)C(=O)N(c2ccc(S(=O)(=O)Nc4nccs4)cc2)C3=O)cc1
  A = -7 | B = -1.2 | C = 3 | D = 19 | E = -5 | F = -17 | G = -8 | H = 10 | I = -1 | J = -19
CCCCC(=O)Nc1ccc(C(=O)N2CCN(c3ccccc3OC)CC2)cc1
  A = -8 | B = -3.3 | C = -17 | D = -37 | E = -1 | F = 4 | G = 9 | H = 3 | I = -9 | J = 37
CSc1ccc(C(=O)C2CCCN(C(=O)c3ccc4c(c3)OCO4)C2)cc1 (configuration not stated)
  A = -10 | B = -2.5 | C = 11 | D = 4 | E = 0 | F = -6 | G = -11 | H = 0 | I = -8 | J = -4
O=C(NC(=S)Nc1ccccc1N1CCOCC1)c1cccs1
  A = -4 | B = -3.0 | C = -74 | D = -19 | E = -14 | F = 7 | G = -11 | H = 1 | I = -1 | J = 19
CNC(=O)NC(=O)CSc1nnc(-c2ccc(F)cc2)n1CC1CCCO1 (configuration not stated)
  A = -5 | B = -2.1 | C = 8 | D = 0 | E = 11 | F = 3 | G = -9 | H = -1 | I = -1 | J = 0
Cc1c(NC(=O)/C(C#N)=C/c2ccc(-c3cc(Cl)ccc3Cl)o2)c(=O)n(-c2ccccc2)n1C
  A = 1 | B = 0.2 | C = -9 | D = -35 | E = 1 | F = -1 | G = 16 | H = 2 | I = 0 | J = 35
CCC(=O)c1ccc(CCCCCC(=O)O)s1
  A = 3 | B = -0.8 | C = -9 | D = -11 | E = -1 | F = -3 | G = 3 | H = -2 | I = 3 | J = 11
O=C(c1cc2c(s1)-c1ccccc1S(=O)(=O)C2)N1CCN(Cc2ccccc2)CC1
  A = -18 | B = -1.4 | C = -9 | D = -43 | E = -16 | F = -18 | G = -9 | H = · | I = · | J = 43
COc1ccc2oc(C(=O)N3CCN(C/C=C/c4ccccc4)CC3)c(C)c2c1
  A = -5 | B = -0.7 | C = -18 | D = 3 | E = -13 | F = 17 | G = 2 | H = 1 | I = -2 | J = -3
CC(C)NC(=O)/C(C#N)=C/c1cccc(NC(=O)c2ccccc2Cl)c1
  A = -6 | B = -0.3 | C = -2 | D = -13 | E = -6 | F = -2 | G = -7 | H = 2 | I = -2 | J = 13

(continued)
Assay codes: A = dFosB activator; B = CAL PDZ FP-1; C = PfHsp90 yeast 2; D = SR-BI DiI-HDL act; E = MITF act; F = Rtt109 HAT inh; G = PvdQ inh; H = NSD2 HMT inh; I = CAL PDZ FP-2; J = SR-BI HDL uptake
CCOC(=O)c1cn(-c2ccccc2CO)c2c(F)c(F)c(F)cc2c1=O
  A = -10 | B = -0.1 | C = · | D = -13 | E = · | F = -8 | G = -9 | H = 6 | I = -5 | J = 13
O=C(COc1ccc([N+](=O)[O-])cc1)Nc1ccncc1
  A = -7 | B = -0.6 | C = 12 | D = 2 | E = 0 | F = -4 | G = 12 | H = 4 | I = 8 | J = -2
OC[C@H]1O[C@@H](O[C@@H]2[C@@H](CO)O[C@@](O)(CO)[C@H]2O)[C@H](O)[C@@H](O)[C@H]1O
  A = 0 | B = -1.0 | C = -7 | D = -18 | E = 6 | F = 1 | G = -10 | H = · | I = -2 | J = 18
CC(C)[C@H](NC(=O)NCCc1ccc(F)cc1)C(=O)O
  A = -2 | B = · | C = 12 | D = 18 | E = 0 | F = -11 | G = 4 | H = -3 | I = -4 | J = -18

From PubChem BioAssay
